DAGLB inhibitor: DAGLB lipase inhibitors, primary screen, biochemical, fluorescence, HTS. Diacylglycerol lipase-beta (Homo sapiens), Q8NCG7. HEK293T DAGLB membrane lysate, EnzChek fluorogenic substrate. inhibition, % at 5.17 µM. 340,000 tested, 0.059% active. AID 504411, 2011; in the data active = inhibition above about 34%;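 note: 0% = enzyme with vehicle and 100% = wells lacking enzyme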
Target sequence (Q8NCG7 whole entry, looked up): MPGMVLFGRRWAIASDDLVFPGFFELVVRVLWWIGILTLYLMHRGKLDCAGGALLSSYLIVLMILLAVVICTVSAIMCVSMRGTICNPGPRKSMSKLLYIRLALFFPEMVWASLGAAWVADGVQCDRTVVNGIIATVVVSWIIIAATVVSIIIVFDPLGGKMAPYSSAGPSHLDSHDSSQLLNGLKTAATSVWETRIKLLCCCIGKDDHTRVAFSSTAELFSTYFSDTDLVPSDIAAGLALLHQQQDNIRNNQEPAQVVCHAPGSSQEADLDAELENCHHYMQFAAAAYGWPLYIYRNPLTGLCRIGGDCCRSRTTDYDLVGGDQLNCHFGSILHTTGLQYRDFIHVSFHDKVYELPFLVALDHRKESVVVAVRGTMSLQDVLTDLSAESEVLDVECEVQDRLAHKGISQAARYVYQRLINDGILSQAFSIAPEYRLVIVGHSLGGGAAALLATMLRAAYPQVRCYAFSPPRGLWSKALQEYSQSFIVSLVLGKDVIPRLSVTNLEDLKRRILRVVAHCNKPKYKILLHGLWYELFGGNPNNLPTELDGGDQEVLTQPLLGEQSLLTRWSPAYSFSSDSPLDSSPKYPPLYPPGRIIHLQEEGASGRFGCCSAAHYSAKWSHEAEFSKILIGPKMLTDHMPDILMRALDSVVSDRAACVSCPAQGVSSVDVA
phage Ecoli inh: growth loss of phage-infected E. coli, primary screen, RecBCD inhibitor project, absorbance, with phage, HTS | 360,000 tested, 0.26% active | inhibition, % at 11.9 µM; in the data active = inhibition above about 11%
Tat export inh: E. coli Tat export inhibitors, primary screen, MC4100, TorA-mCherry reporter, fluorescence, single point | inhibition, % at 10 µM | 340,000 tested, 0.036% active;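 active = mean replicate inhibition at least 50% and at least half of replicates individually reaching 50%; inconclusive = only one of the two criteria met; inactive = neither criterion met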;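 note: exported cargo escapes ClpAP degradation while cytoplasmic cargo is degraded and loses fluorescence; 0% = median of neutral control wells and 100% = median of NaSCN control wells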
SUMO Mot1 rescue: yeast Mot1-301 growth rescue at high temperature, primary screen, SUMOylation pathway inhibitor project, S. cerevisiae, ATP luminescence, 38.5C; AID 2716, 2010; S. cerevisiae Mot1-301 growth rescue; percent above DMSO median, 100 means doubled; growth rescue, % at 18.8 µM; 320,000 tested, 1% active;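 active = every valid replicate shows activation above 250% relative to neutral control wells; inactive = the rest, any valid replicate at or below 250%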;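 note: OY570 slx delta 5 strain wells were the positive control but not used for scaling; some compounds called inactive have numbers as strong as hits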
PKA-R1A activ: activators of PKA-R1A holoenzyme, primary screen, biochemical, fluorescence polarization, Cy5-IP20, bovine R1A, mouse PKAc; AID 504707, 2011; 340,000 tested, 0.083% active; PKA-R1A dissociation; scaled: DMSO 0%, 113 µM cGMP 100%; cAMP-dependent protein kinase type I-alpha regulatory subunit (Bos taurus) + …; activation, % at 11.4 µM;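 active = percent activation above the mean of all tested compounds plus 3 SD, cut at about 19% in these data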;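 note: higher means more PKAc released from R1A so a rise in polarization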
PKA-R2B activ: activators of PKA-R2B holoenzyme, primary screen, biochemical, fluorescence polarization, Cy5-IP20, human. cAMP-dependent protein kinase catalytic subunit beta (Homo sapiens) + cAMP-dependent …. PKA-R2B holoenzyme dissociation; R2B truncated from residue 108, S112A mutant; 0% DMSO only, 100% 113 µM cGMP. activation, % at 11.4 µM. 340,000 tested, 0.079% active;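 active = activation above a cutoff set at the mean over all compounds plus 3 SD, cut at about 18% in these data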;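 note: higher means more holoenzyme dissociation and a rise in polarization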
Target sequence (P31323 whole entry, looked up, other chains not shown, the tested form may be a part): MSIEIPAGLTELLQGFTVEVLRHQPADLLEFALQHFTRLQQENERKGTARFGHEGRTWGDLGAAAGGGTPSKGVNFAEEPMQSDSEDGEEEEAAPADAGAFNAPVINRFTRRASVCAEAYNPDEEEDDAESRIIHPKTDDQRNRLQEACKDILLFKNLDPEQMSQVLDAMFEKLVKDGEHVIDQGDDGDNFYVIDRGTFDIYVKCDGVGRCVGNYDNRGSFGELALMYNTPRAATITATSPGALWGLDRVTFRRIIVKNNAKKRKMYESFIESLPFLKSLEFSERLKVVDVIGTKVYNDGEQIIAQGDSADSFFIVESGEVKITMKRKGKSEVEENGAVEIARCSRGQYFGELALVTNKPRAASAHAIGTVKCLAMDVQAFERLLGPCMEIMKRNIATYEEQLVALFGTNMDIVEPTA
HTR5A ag ctr: HTR5A agonists in luminescence cell assay, primary screen, counter-screen for OPRM1-OPRD1 heterodimer agonist project, full-deck HTS. 5-hydroxytryptamine receptor 5A (Homo sapiens), P47898. cell-based. activation, % at 9.3 µM. 340,000 tested, 0.61% active. AID 504692, 2011; in the data active = activation mostly above about 9.5%, no sharp cut-off; inactive = mostly below about 7.6%;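 note: 0% = cells with vehicle only and 100% = reference agonist; strong numbers were not always called active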
E coli growth: E. coli V3065 growth inhibition, primary screen, counter-screen for AddAB inhibitor project, absorbance, OD600; 18 h; inhibition, % at 11.9 µM; 330,000 tested, 0.27% active; AID 449728, 2010;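 active = inhibition above the campaign's mean inhibition across all tested compounds plus 3 SD, cut at about 9.9% in these data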;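 note: uninfected addAB+ strain grown without phage in ampicillin broth; 0% = DMSO wells and 100% = ciprofloxacin 0.95 µg/ml wells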
AddAB inh: growth inhibition of E. coli expressing H. pylori AddAB, primary screen, AddAB inhibitor project, absorbance | inhibition, % at 11.9 µM | 330,000 tested, 0.29% active; in the data active = inhibition above about 12%;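 note: 0% = vehicle wells of infected cells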
HTR5A inv ctr: HTR5A inverse agonists in luminescence cell assay, primary screen, counter-screen for OPRM1-OPRD1 heterodimer inverse agonist project, full-deck HTS; 340,000 tested, 0.083% active; inhibition, % at 9.3 µM; AID 504634, 2011; HTR5A cell line, inverse agonism; 5-hydroxytryptamine receptor 5A (Homo sapiens), P47898; in the data active = inhibition mostly above about 23%, no sharp cut-off; inactive = mostly below about 18%;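 note: 0% = cells with DMSO and 100% = no-cell wells with DMSO; some compounds called inactive have numbers as strong as hits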
CDK5 inh: inhibitors of human CDK5/p35 kinase, primary screen, biochemical, single concentration. inhibition, % at 10 µM. 330,000 tested, 0.01% active. Cyclin-dependent kinase 5 (Homo sapiens) + Cyclin-dependent kinase 5 activator 1 (Homo …. Recombinant CDK5/p35, ADP-Glo luminescence, 60 min;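 active = highest replicate inhibition of at least 50% and at least 75% of replicates reaching 50%; inconclusive = only one of the two criteria met; inactive = both criteria failed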;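 note: plate controls were DMSO neutral control for no effect and GW8510 at 10 µM for full effect; many of its hits are not listed in these tables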
Starred values were filed as active, the others as inactive; i = inactive; u = inconclusive; x = not tested or not shown. Compounds were not picked by outcome, and some 2.3% of all compounds hit somewhere here.

Sample of the layout, three compounds:
cpd	mol	DAGLB inhibitor	phage Ecoli inh	Tat export inh	SUMO Mot1 rescue	PKA-R1A activ	PKA-R2B activ
1	O=C(CNS(=O)(=O)c1ccc(Cl)cc1)N1CCN(c2ccc(F)cc2)CC1	1	0.2	10	15	2	4
2	Cc1ccc(S(=O)(=O)CC(=O)Nc2ccc3nc(C)sc3c2)cc1	0	2.4	-5	-7	-1	7
3	CN1c2ccccc2Oc2nnc(N3CCN(Cc4ccccc4)CC3)cc21	2	1.4	0	5	7	-2

cpd	HTR5A ag ctr	E coli growth	AddAB inh	HTR5A inv ctr	CDK5 inh
1	2	-0.1	2.7	-6	-1.4
2	0	-2.1	1.7	-21	x
3	1	1.9	2.7	-2	-0.5

The listing, from the first entry:
cpd	mol	DAGLB inhibitor	phage Ecoli inh	Tat export inh	SUMO Mot1 rescue	PKA-R1A activ	PKA-R2B activ
1	O=C(CNS(=O)(=O)c1ccc(Cl)cc1)N1CCN(c2ccc(F)cc2)CC1	1	0.2	10	15	2	4
2	Cc1ccc(S(=O)(=O)CC(=O)Nc2ccc3nc(C)sc3c2)cc1	0	2.4	-5	-7	-1	7
3	CN1c2ccccc2Oc2nnc(N3CCN(Cc4ccccc4)CC3)cc21	2	1.4	0	5	7	-2
4	OCCN(CCO)c1ccc(C(c2ccccc2Cl)c2ccc(N(CCO)CCO)cc2Cl)c(Cl)c1	4	x	16	73	0	-11
5	Cc1ccc(/C=C2\SC(=S)N(/N=C/c3cc([N+](=O)[O-])ccc3O)C2=O)o1	23	x	2	-5	-4	-7
6	Cc1cccc(NC(=S)N2CCN(C(=O)C3CCCO3)CC2)c1 (stereo unspecified)	3	3.4	-2	-3	8	0
7	COc1ccccc1N1CCN(c2ncc(C(=O)N3CCN(c4cccc(Cl)c4)CC3)c3ccccc23)CC1	x	4.0	1	228	x	x
8	COc1ccc(CCn2c(O)cc3nn(-c4nc5ccccc5s4)c(=O)c-3c2C)cc1	17	-2.5	-6	-17	6	9

cpd	HTR5A ag ctr	E coli growth	AddAB inh	HTR5A inv ctr	CDK5 inh
1	2	-0.1	2.7	-6	-1.4
2	0	-2.1	1.7	-21	x
3	1	1.9	2.7	-2	-0.5
4	3	0.2	0.3	-5	0.8
5	0	1.0	0.8	1	-0.1
6	3	0.7	2.5	13	0.0
7	x	1.5	3.4	x	1.4
8	1	-0.2	-3.5	-12	-0.4

Continuation:
cpd	mol	DAGLB inhibitor	phage Ecoli inh	Tat export inh	SUMO Mot1 rescue	PKA-R1A activ	PKA-R2B activ
9	CCOC(=O)C1(Cc2ccccc2C)CCCN(C(=O)c2ccccn2)C1 (stereo unspecified)	1	3.3	-1	-15	4	-1
10	COc1ccccc1CC(=O)Nc1sc2c(c1C(N)=O)CCCC2	3	0.7	1	-8	11	-2
11	Clc1ccc(CSc2nnc(Cn3cnc4ccccc43)o2)cc1	-3	0.9	8	74	2	1
12	Cc1ccc(NC(=O)CSc2nnc(NC(=O)C3CC3)s2)cc1	1	1.0	5	-6	-13	-8
13	CC(C)CC(=O)N1CCN(Cc2cccc(F)c2)CC1	0	0.3	1	-2	2	-5
14	O=C1Nc2ccccc2N(O)N1c1ccc(S(=O)(=O)Nc2ccccn2)cc1	-1	5.0	11	20	-3	-5
15	COc1cc2c(cc1OC)CN(Cc1ccc(F)cc1)CC2	2	2.4	11	0	-5	-4
16	O=C(NN=C1CCC(c2ccccc2)CC1)c1ccccc1-n1cccc1 (stereo unspecified)	-3	2.0	1	x	-5	-3

cpd	HTR5A ag ctr	E coli growth	AddAB inh	HTR5A inv ctr	CDK5 inh
9	0	1.4	0.1	7	-1.1
10	11	-2.5	0.2	-33	-0.1
11	1	1.6	2.7	-8	-0.1
12	0	-0.7	2.3	1	0.2
13	6	1.1	2.4	-45	1.0
14	-2	0.6	0.2	6	1.7
15	-3	0.5	-1.6	11	-1.1
16	-1	-1.2	-1.0	1	0.7

Remaining list, next part
cpd	mol	DAGLB inhibitor	phage Ecoli inh	Tat export inh	SUMO Mot1 rescue	PKA-R1A activ	PKA-R2B activ
17	Cc1onc(-c2ccccc2)c1C(=O)NCC1COc2ccccc2O1 (stereo unspecified)	-1	2.6	2	-19	-6	4
18	COc1cccc(COC(=O)c2cc(=O)[nH]c3ccc(S(=O)(=O)N4CCOCC4)cc23)c1OC	-3	2.2	0	-8	1	-6
19	Cc1cc2cc(CNC(=O)C3CCCC3)ccc2n1C	3	1.0	-2	-1	1	3
20	CCCOCC1CC(CCc2nc(=S)[nH][nH]2)C(=O)O1 (stereo unspecified)	-2	4.0	0	-12	-1	0
21	COC(=O)CN1C(=O)C(O)=C(C(C)=O)C1c1ccc([N+](=O)[O-])cc1 (stereo unspecified)	-1	1.4	u	i	5	-10
22	Cc1nn(C)c(Oc2ccccc2)c1CCNC(=O)CC(C)C	1	3.1	3	-14	-5	-1
23	O=C(c1cc2ccccc2oc1=O)N(Cc1cccs1)CC1CCCO1 (stereo unspecified)	-2	3.3	-5	i	-26	-16
24	O=C(COC(=O)[C@H](Cc1c[nH]c2ccccc12)NC(=O)c1ccc(Cl)cc1)Nc1ccc2c(c1)OCO2	3	0.8	7	2	4	-6

cpd	HTR5A ag ctr	E coli growth	AddAB inh	HTR5A inv ctr	CDK5 inh
17	-3	1.1	3.7	10	0.2
18	1	2.3	-0.5	9	0.4
19	1	0.5	-3.2	2	1.8
20	-1	-2.1	-3.3	-6	2.0
21	1	2.9	1.8	-2	-1.8
22	4	1.5	3.0	-10	-1.4
23	3	2.5	2.3	-7	0.3
24	-1	1.6	-2.5	-14	0.4

Continued:
cpd	mol	DAGLB inhibitor	phage Ecoli inh	Tat export inh	SUMO Mot1 rescue	PKA-R1A activ	PKA-R2B activ
25	CC(=O)NCCOc1ccc2oc3ccccc3c2c1	-1	1.4	-6	-5	-9	-8
26	O=C(OCCC12CC3CC(CC(C3)C1)C2)c1ccc(NCc2cc(O)ccc2O)cc1	7	1.4	2	x	7	-5
27	Cc1ccc(OCCC(=O)Nc2ccc(C)c(S(=O)(=O)N3CCOCC3)c2)cc1	-6	-0.1	9	13	-7	5
28	CC(C)NC(=O)NC(=O)COC(=O)c1cccc(S(=O)(=O)N2CCCCC2)c1	-2	3.2	2	561	3	-7
29	COc1ccc(NC2c3ncccc3C(=O)N2Cc2ccccc2)c(OC)c1 (stereo unspecified)	5	2.3	0	11	-8	-7
30	O=C(COC(=O)c1cc(-c2ccccc2)nc2ccccc12)NC1CC1	-1	-1.2	2	-5	1	0
31	Cc1nc(SCC(=O)N(C)C2CCS(=O)(=O)C2)c(C#N)c(C)c1C (stereo unspecified)	-2	1.2	2	5	3	2
32	Nc1cccc2c1C(=O)N(C(=O)/C=C/c1ccc(F)cc1)C2=O	-4	1.5	-4	-16	-1	7

cpd	HTR5A ag ctr	E coli growth	AddAB inh	HTR5A inv ctr	CDK5 inh
25	2	-1.3	1.7	13	-1.0
26	15*	x	x	-58	1.0
27	5	-1.8	-0.9	-12	-0.7
28	3	-3.5	0.9	-7	0.3
29	5	0.2	2.1	7	-1.6
30	8	0.1	-2.0	-21	0.4
31	1	0.9	0.4	14	-0.9
32	2	-0.6	0.0	-6	-0.7

Further entries follow.
cpd	mol	DAGLB inhibitor	phage Ecoli inh	Tat export inh	SUMO Mot1 rescue	PKA-R1A activ	PKA-R2B activ
33	O=C(Nc1csc(Cc2c(Cl)cccc2Cl)n1)NN1CCOCC1	-1	1.4	-1	108	-2	-9
34	CCOc1ccccc1C(=O)N(C)Cc1cc2ccccc2[nH]c1=O	1	1.7	6	8	11	10
35	O=C(NCc1cccc(Cl)c1)c1ccc(-c2csnn2)cc1	-1	-0.1	-10	11	-10	-2
36	CC(C)(C)c1cc(C(F)(F)F)n2ncc(-c3ccccc3)c2n1	-11	3.5	6	120	-8	1
37	O=C(c1ccc(COc2ccccc2[N+](=O)[O-])o1)N1CCCCC1	0	2.0	11	5	-1	5
38	Cc1cc2oc(=O)cc(-c3ccccc3)c2c(C)c1-c1ccc(OC(F)(F)F)cc1	0	2.3	-1	x	-6	0
39	CCOC(=O)C1=NN(c2ccc(OC)cc2)C(c2ccccc2)CC1=O (stereo unspecified)	3	-1.2	-3	-18	-3	-4
40	O=c1c2ccccc2nc2n1C(CSc1ccc(Cl)cc1)CN2 (stereo unspecified)	-4	-2.4	0	7	-4	-1

cpd	HTR5A ag ctr	E coli growth	AddAB inh	HTR5A inv ctr	CDK5 inh
33	2	-1.2	0.8	-8	38
34	1	-3.2	1.7	-3	0.2
35	-2	1.3	2.7	-16	-1.2
36	2	0.2	1.4	-4	-0.6
37	4	0.4	3.8	-27	1.0
38	-1	1.8	0.4	5	1.2
39	-2	1.5	-0.1	8	-0.2
40	8	-0.4	3.5	12	-1.1

(further entries)
cpd	mol	DAGLB inhibitor	phage Ecoli inh	Tat export inh	SUMO Mot1 rescue	PKA-R1A activ	PKA-R2B activ
41	COc1ccc(O)c(-c2cc(-c3cccs3)[nH]n2)c1	-2	3.4	-8	440	-2	-6
42	O=C1c2ccccc2C(=O)N1CCC1(O)C(c2ccccc2)=Nc2ccccc21 (stereo unspecified)	1	-0.7	-8	x	-1	-10
43	c1ccc(C2C3=C(Nc4ncnn42)c2ccccc2CCC3)cc1 (stereo unspecified)	-2	1.1	2	226	4	-9
44	CC(C)NC(=O)N(C)C[C@H]1Oc2ccc(NC(=O)c3ccncc3)cc2C(=O)N([C@H](C)CO)C[C@@H]1C	2	2.6	11	-3	-1	5
45	Nc1nc(SCC(=O)N2CCN(S(=O)(=O)c3ccc(Cl)cc3)CC2)n[nH]1	-5	3.7	1	-1	9	2
46	COC(CNc1ncnc2c1cnn2C)OC	1	-1.5	-2	1	12	4
47	Cc1cc(C)c(OCC(=O)N2CCN(c3ncc(C(F)(F)F)cc3Cl)CC2)c(C)c1	-14	2.4	15	10	-3	-3
48	Cc1cc(=O)oc2cc(OCC(=O)N3CCOCC3)c(Cl)cc12	-2	2.2	-3	17	-5	7

cpd	HTR5A ag ctr	E coli growth	AddAB inh	HTR5A inv ctr	CDK5 inh
41	4	1.6	5.8	-7	-0.3
42	1	x	x	-5	0.2
43	3	-0.7	0.8	-36	2.4
44	6	-1.1	4.3	8	2.2
45	0	-0.5	0.6	17	-3.8
46	8	-3.5	-0.4	0	0.9
47	4	-2.6	3.4	-8	0.1
48	-4	0.8	1.3	9	-0.9
